Bioassay records as filed in PubChem.
KDM5B inh – inhibitors of human KDM5B histone demethylase; AID 1347165; Potency, µM (top dose mostly 57.7 µM), for the others: at the top dose activity change, negative = inhibition, actives largely listed as inhibitors; KDM5B demethylase, FDH-coupled NADH fluorescence (FDH is formaldehyde dehydrogenase); 220,000 tested, 2.6% active; Q9UGL1; active means well fitted inhibition curve with a large enough effect; inconclusive means small, poorly fitted or top-dose-only effect; inactive means no such curve, though single readings can be large or run the other way; further: 0% is about no effect; nearly all actives have a fitted effect of over 70% in size
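Inhibition is measured as reduced NADH fluorescence generation from FDH coupling to formaldehyde release. Truncated KDM5BΔAP at 200 nM final acts on H3K4me3 peptide (12.5 µM in substrate mix) in pH 7.5 HEPES buffer with Tween-20, 30 min, room temperature.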
The depositor's hits bear a star; i = inactive; ? = inconclusive; [ ] = another dose, or the depositor's remark. Potency means the concentration at half of the fitted maximal effect. These rows are one share of the data. The share of hits here may be higher or lower than overall.

Sample of the layout:
Structure	KDM5B inh
Cc1ccc(Cl)cc1N1CCN(Cc2nc3c([nH]2)c(=O)[nH]c(=O)n3C)CC1	14%
Cc1nc2ccc(Cl)cc2cc1C(=O)N1CCN(CC(=O)N2CCCCCC2)CC1	-15%
C#CCNC(=O)C1CCc2nnc(CNC(=O)c3cccnc3)n21 (centres undefined)	-11%[149 µM]
C/C(=N/n1c(C)csc1=NC(C)C)c1ccccc1	6%
COc1ccc(CN(C(=O)c2ccco2)c2ccc(CC(=O)NCCc3ccccc3)cc2)cc1	-16%

The whole of this part (from the top)
Structure	KDM5B inh
Cc1ccc(Cl)cc1N1CCN(Cc2nc3c([nH]2)c(=O)[nH]c(=O)n3C)CC1	14%
Cc1nc2ccc(Cl)cc2cc1C(=O)N1CCN(CC(=O)N2CCCCCC2)CC1	-15%
C#CCNC(=O)C1CCc2nnc(CNC(=O)c3cccnc3)n21 (centres undefined)	-11%[149 µM]
C/C(=N/n1c(C)csc1=NC(C)C)c1ccccc1	6%
COc1ccc(CN(C(=O)c2ccco2)c2ccc(CC(=O)NCCc3ccccc3)cc2)cc1	-16%
OC1(CN2CCCCC2)CCN(c2cccc(C(F)(F)F)n2)C1 (centres undefined)	28µM*
Cc1ccc(C(=O)N2CCCC3(C2)NC(=O)N(Cc2ccc(Cl)cc2)C3=O)cc1F (centres undefined)	34%[activator]
CN(C)CCNC(=O)Cn1ccc2cc(S(=O)(=O)N3CCCCCC3)ccc21	-17%
CC1CCN(S(=O)(=O)N(C)Cc2ccc3c(c2)OCO3)CC1	2%
CCCS(=O)(=O)Nc1ccc2c(c1)CC(=O)N2CC	22%
COc1ccc(CCNC(=O)c2cc(-c3cc(Cl)ccc3O)n[nH]2)cc1OC	-21%
CCCCOc1cccc(C(=O)N(Cc2sccc2C)C2CCS(=O)(=O)C2)c1 (centres undefined)	?
Cn1cccc1C(=O)N1CC(Oc2cccc(-c3nc(-c4ccccc4)no3)c2)C1	32µM*
Cc1ccccc1CSc1nc2cccnc2n1Cc1ccc(C(=O)NCCc2cccs2)cc1	?
CC(=O)N1CCCC2(Cc3ccccc3CN2C(=O)c2ccccc2)C1 (centres undefined)	22%[149 µM]
CCN1c2ccccc2-c2nc(SCC(=O)NCc3ccc(Cl)cc3)ncc2S1(=O)=O	?
Cc1noc(-c2cccn3c(CNC(=O)c4ccc(C(C)(C)C)cc4)nnc23)n1	?
CC(C)CCNc1nc(C(=O)OC(C)C(N)=O)cs1 (centres undefined)	13%
COc1ccc(N2CCN(C(=O)CCn3c(=O)[nH]c4cc(OC)c(OC)cc4c3=O)CC2)cc1	-5%
CC1(C)[C@H]2CC[C@@H](CNC(=O)c3ccccc3Cl)[C@@H]1C2	25%[86.2 µM]
COCCn1c(C)cc(O)c(C(c2ccc(F)cc2)N2CCC(C)CC2)c1=O (centres undefined)	-17%
C#CC(C)(C)NS(=O)(=O)c1cc(-c2nnc(Nc3ccc(C)cc3)c3ccccc23)ccc1C	?
COc1ccc2[nH]c3c(c2c1)CCNC31CCN(C(=O)c2ccncc2)CC1	-25%
CC/C=C/C(=O)OCc1ccc(C(N)=O)cc1	2%
CC1CCN(C(NC(=O)c2cccs2)C(=O)c2ccccc2)CC1 (centres undefined)	-8%
Cc1cccc(-c2nc(C#N)c(NCc3ccccc3)o2)c1	?
CCCCCc1ccc(C(=O)CCN(C)C)cc1	-47%
Cc1ccc2c(CSc3ncn[nH]3)cc(=O)oc2c1	?
COc1ccc(Cl)cc1NC(=O)N1CCC(CN2CCc3ccccc3C2)CC1	-19%
Cn1c(CN2CCCCC2)nc2cc(NC(=O)c3ccc(Cl)cc3)ccc21	-11%
Cc1ccc(N2CCN(C(=O)c3nn(C)c4c3CS(=O)(=O)c3ccccc3-4)CC2)c(C)c1	?
O=C(CC1(C(=O)O)CCCCCC1)Nc1cccc(CO)c1	8%
CCN(Cc1ccccc1)C(=O)CCc1nc(C2CCCN2S(C)(=O)=O)no1 (centres undefined)	-15%
COc1ccc(Cn2c(C(=O)O)c(CNCc3ccco3)c3ccc(C)cc32)cc1	-28%
Cc1ccc(CCNC(=O)CN(c2ccc(C)cc2)S(=O)(=O)N(C)C)cc1	8%
OCc1cc(CC2(NC3CCC3)COC2)no1	2%[115 µM]
Cc1ccc(NC(=O)Cn2cnc3sc(C)c(S(=O)(=O)N4CCN(c5ncccn5)CC4)c3c2=O)cc1F	-21%
CCCCOC(=O)c1c(C)oc2ccc(NS(=O)(=O)c3ccc(F)cc3C)cc12	14%
CCOC(=O)c1ccc(Nc2nc(C)cc(C)n2)cc1	-6%
Cc1ccc(CN2CCN(c3nc(C)ccc3C#N)CC2CCO)cc1 (centres undefined)	18µM*
COc1ccc(NC(=O)CCCCCn2nnc3ccccc3c2=O)cc1	0%
CC(C)C(=O)N1Cc2ccccc2OC2(CCN(C(C)C)CC2)C1	7%
O=C(Cn1c(=O)n(-c2ccccc2F)c(=O)c2sccc21)NC1CCc2ccccc21 (centres undefined)	-10%
CC(=O)c1ccc(N2CCN(c3nc4c(S(=O)(=O)c5ccccc5)nnn4c4ccc(Cl)cc34)CC2)cc1	-14%
CCC(=O)Nc1sc2c(c1C(=O)Nc1cccc(C)c1)CCCC2	?
C(=N\Nc1nc(-c2cccnc2)nc2ccccc12)/c1ccccc1	10%
CCCc1nnc(C[C@@H]2C[C@@H](C(C)C)[C@H](CN3CCC(O)CC3)C=C2C)o1	-3%[86.2 µM]
COC(=O)C1CCN(C(=O)CC[C@H]2CNC(=O)[C@H]3NCC[C@H]3N2C)CC1	-26%[86.2 µM]
O=[N+]([O-])c1ccc(-c2nnc3cccc(Cl)n23)cc1	-5%
COc1ccc(CNC(=O)COC(=O)c2ccc(S(=O)(=O)N3CCCCCC3)cc2)cc1OC	13%
CC(C)N1C[C@H](O)C[C@H]1c1nnc2n1CCN(C(=O)c1ccc3ncccc3c1)CC2	?
COC(=O)C1=C(C)OC(=O)C1(NC(=O)c1ccc(C(C)(C)C)cc1)C(F)(F)F (centres undefined)	-11%
O=C(CSc1nc2ccccc2nc1N1CCCC1)N1CCN(c2ccc(F)cc2)CC1	-9%
CN(C)Cc1nnnn1-c1ccccc1	11%
O=C(NC(=S)NC1CCS(=O)(=O)C1)c1ccccc1 (centres undefined)	22%
COc1ccc2[nH]c3c(c2c1)CCNC31CCN(C(=O)C2CC=CC2)CC1	22µM*
Cc1noc(C)c1S(=O)(=O)N(CC(=O)NCc1ccccc1Cl)c1ccc(C(C)C)cc1	?
COc1cc(NC(=O)CN2C(=O)C(c3ccc(C)cc3)=NC23CCCCC3)cc(OC)c1	-15%
CC(C)CC(=O)Nc1ccc(S(=O)(=O)Nc2cc3c(cc2N2CCOCC2)n(C)c(=O)c(=O)n3C)cc1	?
CC(C)CC(=O)NCC(c1ccc2c(c1)OCO2)N1CCN(c2ccccc2)CC1 (centres undefined)	-2%

In another format: results already given
> COc1cc(NC(=O)CN2C(=O)C(c3ccc(C)cc3)=NC23CCCCC3)cc(OC)c1
  KDM5B inh = -15%
> O=C(CSc1nc2ccccc2nc1N1CCCC1)N1CCN(c2ccc(F)cc2)CC1
  KDM5B inh = -9%

(continued)
SMILES | KDM5B inh
Fc1ccc(-c2noc3ncnc(NCCCN4CCN(c5ccccc5)CC4)c23)cc1 | -12%
COc1cccc(CCNS(=O)(=O)c2cc(N3C(=O)C(C)(C)CS3(=O)=O)ccc2OC)c1 | 2%
CC(OC(=O)c1ccc(CCNS(C)(=O)=O)cc1)C(=O)N(C)C (centres undefined) | 17%
COc1ccc(OC)c(CN2CCN(C(=O)c3cn(C)nc3-c3ccc4c(c3)OCCCO4)CC2)c1 | 9%
CC(C)c1noc(-c2cn(C3CCN(C(=O)c4cccc(C(F)(F)F)c4)C3)nn2)n1 (centres undefined) | 14%
Cc1cccc(NC(=O)c2cc(CN3CCOCC3)on2)c1C | 1%
Cc1ccc2c(c1)N(S(=O)(=O)c1cc(-c3onc(C)c3C)ccc1C)CCO2 | -16%
COc1ccc(OC)c(C(=O)COC(=O)Cc2ccc(Cl)cc2)c1 | ?
Cc1ccc2nc(NC(=O)CSc3cc(C)[nH]c(=O)n3)sc2c1 | -27%
COc1cccc(C(=O)c2oc3cc(NC(C)=O)ccc3c2C)c1 | -8%
CCCOc1ccccc1CCNC(=O)CC1C(=O)N(C)C(=O)N1C (centres undefined) | 31%
COC(=O)N1CCC(c2nn(-c3ccc(Cl)cc3)c(=O)[nH]2)CC1 | -13%[86.2 µM]
C(=C\c1ccccc1)/CN1CCN(c2ncncn2)CC1 | 22%
O=C(OCc1nnnn1-c1ccccc1)C1(c2ccccc2)CC1 | 13%
O=C(O)C(c1c[nH]c2cc(F)ccc12)N1CCN(C(c2ccccc2)c2ccccc2)CC1 (centres undefined) | -4%
COCCNc1oc(-c2ccccc2F)nc1S(=O)(=O)c1ccc2c(c1)OCCO2 | ?
O=[S+]([O-])(Nc1nncs1)c1ccc2c(c1)OCCN(Cc1nccs1)C2 | ?
Cc1ccc(CNC(=O)c2cc3c(N(C)Cc4ccccc4)nc(C)cn3n2)cc1 | 28µM*
CN(C)C[C@@H]1CN(C)C[C@H]1NC(=O)c1cc(F)ccc1F | -5%
CCCN(Cc1cc2ccc(C)cc2[nH]c1=O)S(C)(=O)=O | -21%
CCC(C)OC(=O)COc1ccc2c(=O)c(Oc3ccc(C(C)(C)C)cc3)coc2c1 (centres undefined) | 0%
CCCCN(CC)CCNC(=O)CNC(=O)Cn1ccc2ccccc2c1=O | -40%
CCCCS(=O)(=O)N1CCc2nc(N3CCc4ccccc4C3)[nH]c(=O)c2CC1 | -4%
Cn1c(=O)[nH]c(=O)c2c1nc([N+](=O)[O-])n2Cc1ccccc1 | -15%
Cc1cc2nc3n(c(=O)c2n1CC(=O)NC1CCc2ccccc21)CCCCC3 (centres undefined) | -26%
CCCn1c(N)c(-c2csc(Nc3ccc(F)cc3)n2)c(=O)n(C)c1=O | ?
O=C(NCCS(=O)(=O)N1CCN(c2ccccc2F)CC1)c1cc(=O)c2ccccc2o1 | 1%
CC(NC(=O)c1cc2ccccc2oc1=O)c1cccs1 (centres undefined) | 6%
CCN1CCCC12Cc1ccccc1CN(C(C)=O)C2 (centres undefined) | ?
COc1ccc(CCC(=O)N2CCCCCCNC(=O)[C@@H]3C[C@@H](c4nc(C(C)C)no4)C[C@@H]32)cc1 | -6%
COc1ccc(NC(C)C(=O)N(C)Cc2cccc(F)c2)c(OC)c1 (centres undefined) | -11%
CCN(Cc1cnn(CC)c1)C(=O)c1ccc(N2CC3CC(C2)[C@H]2CCCC(=O)N2C3)nc1 (some centres undefined) | ?
COc1ccc(CCNC(=O)CCn2c(=O)c3ccccc3n(CC(=O)NCC3CCCO3)c2=O)cc1OC (centres undefined) | 16%
Cc1cn2nnc(C(=O)NCc3ccc(OC(C)C)cc3)c2c(=O)[nH]1 | -22%
CC(C)CNC(=O)C(NC(=O)c1ccccc1Cl)C1CCN(C(=O)c2ccc(Cl)cc2)CC1 (centres undefined) | ?
O=C1CCN(S(=O)(=O)c2ccc3c(c2)CCC3)CCCC(c2nc(-c3cnccn3)no2)CCN1 (centres undefined) | -26%
COc1ccc(C(=O)N2CCC(c3nc(-c4ccc(S(=O)(=O)N5CCCC5)cc4)no3)CC2)cc1 | 11%
COc1ccccc1C(=O)O/N=C(\N)c1ccccn1 | 6%
CC(=O)Nc1ccc(-c2csc(Nc3cccc4ccccc34)n2)cc1 | ?
CCOc1ccc(C(C)=O)cc1COC(=O)c1cc(Cl)c(OC)c(OC)c1 | -4%
CC(C)(C)c1nc2c3cnn(-c4ccc(F)cc4)c3ncn2n1 | 6%
COc1ccc(N2CCN(C(=O)CN3CCSc4ccccc43)CC2)cc1 | -7%
CS(=O)(=O)N1CCCC2(Cc3ccccc3CN2S(=O)(=O)c2ccccc2)C1 (centres undefined) | 20%[115 µM]
CN(C)c1cccc(Oc2nnnn2[C@H]2CO[C@H]3[C@@H]2OC[C@@H]3NC(=O)CC2(CC(=O)O)CCCC2)c1 | -10%
COc1ccc(OC)c(NC(=O)[C@H]2C[C@H]([C@@H](C)O)N[C@]23C(=O)Nc2c(C)cc(Cl)cc23)c1 | 7%
O=C(CCn1cncn1)N1CCC(c2nccn2Cc2cccnc2)CC1 | -30%
Cc1ccc(C2Cn3cnc(C(=O)N4CCC(C(=O)NCCC(C)C)CC4)c3CO2)cc1 (centres undefined) | 41%[activator]
CCn1c(-n2nc(C)cc2C)nc2c1c(=O)n(Cc1ccc(F)cc1)c(=O)n2C | 17%
O=c1[nH]c2ccc(NCc3ccc(OCc4ccccc4Cl)cc3)cc2[nH]1 | 0%
Cn1cc(CC(=O)N2CCCCC(N)C2)c2ccccc21 (centres undefined) | -6%
O=C(Nc1ccc2nc3n(c(=O)c2c1)CCCCC3)c1cccc(C(F)(F)F)c1 | i
O=C(CSc1nc2nccnc2c(=O)n1CCc1c[nH]c2ccccc12)Nc1ccccc1 | ?
CC(=O)N1CCC2(CC1)CC(Cc1ccccc1)CCO2 (centres undefined) | -6%
Cc1ccccc1Oc1nc2c(C)cccn2c(=O)c1/C=C(\C#N)C(=O)NC1CCS(=O)(=O)C1 (centres undefined) | ?
N#Cc1ccccc1OC(=O)/C=C/c1ccco1 | -19%
Cc1ccc(C)c(OCc2ccc(-c3nc(C#N)c(NC(C)C)o3)o2)c1 | ?

Taken from above.
Under KDM5B inh, `O=C(CCn1cncn1)N1CCC(c2nccn2Cc2cccnc2)CC1` shows -30%
Under KDM5B inh, `CC(=O)N1CCC2(CC1)CC(Cc1ccccc1)CCO2` (centres undefined) shows -6%
Under KDM5B inh, `Cn1cc(CC(=O)N2CCCCC(N)C2)c2ccccc21` (centres undefined) shows -6%
